Source: PubChem
Coupling enz: qHTS Assay for Inhibitors of Fructose-1,6-bisphosphate Aldolase from Giardia Lamblia: Coupling assay counterscreen | coupling enzyme system counterscreen, AmpLite Red fluorescence | activity change, negative = inhibition, % at 58.2 µM, hits read low | actives 0.67% (n = 290,000) | AID 2472, 2010; in the data active = activity change below about -30%; note: % is set by controls: 0 for no effect and ±100 for the full control effect
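Counterscreen lacking aldolase: glyceraldehyde-3-phosphate coupling-enzyme reagent preincubated 10 min at RT with compound (at 57.5 uM final), then substrate/coupling system with AmpLite Red added; fluorescence read at 525/598 nm after 20 min RT.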
Tb PFK block: qHTS Assay to Find Inhibitors of T. brucei phosphofructokinase | T. brucei PFK, ADP-Glo luminescence | Potency, µM (titrated, usually from 57.5 µM), inactives show at the highest dose activity, negative = inhibition, actives largely listed as inhibitors | ATP-dependent 6-phosphofructokinase (Trypanosoma brucei brucei), O15648 | actives 0.17% (n = 330,000);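 note: potency is the fitted concentration of half-maximal effect; 0% = uninhibited 1x PFK enzyme wells and -100% = no-enzyme wells; nearly all actives have a fitted effect of over 60% in size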
Target sequence (O15648 whole entry, looked up): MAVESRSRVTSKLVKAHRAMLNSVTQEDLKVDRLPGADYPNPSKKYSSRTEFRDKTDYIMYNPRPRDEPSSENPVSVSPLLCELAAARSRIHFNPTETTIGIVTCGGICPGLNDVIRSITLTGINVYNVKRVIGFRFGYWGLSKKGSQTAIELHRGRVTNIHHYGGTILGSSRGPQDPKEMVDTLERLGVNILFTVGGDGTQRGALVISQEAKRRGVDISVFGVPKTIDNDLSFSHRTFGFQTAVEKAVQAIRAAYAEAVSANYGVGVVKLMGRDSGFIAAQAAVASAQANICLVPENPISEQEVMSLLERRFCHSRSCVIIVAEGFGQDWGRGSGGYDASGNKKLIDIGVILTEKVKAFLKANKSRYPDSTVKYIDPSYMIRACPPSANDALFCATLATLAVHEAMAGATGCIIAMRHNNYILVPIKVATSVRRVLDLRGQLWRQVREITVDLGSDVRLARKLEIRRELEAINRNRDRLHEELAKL
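Luminescent ADP detection (ADP-Glo, two-step: ATP depletion then ADP-to-ATP conversion for luciferase) reported PFK activity after 45 min room-temperature reaction of 1.25 nM enzyme with 0.5 mM F6P and 0.1 mM ATP at pH 8.0.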
RORgamma inh: qHTS for inhibitors of ROR gamma transcriptional activity; Nuclear receptor ROR-gamma (Mus musculus), P51450; Drosophila S2 Gal4-RORgamma UAS-luciferase reporter, 20 h; Potency, µM (titrated, usually from 53.6 µM), for inactives: at the highest dose activity change, negative = inhibition, usual class: inhibitors; actives 5.4% (n = 310,000); AID 2551, 2010; note: potency is the fitted concentration of half-maximal effect; % is set by controls: 0 for no effect and ±100 for the full control effect; nearly all actives have a fitted effect of over 60% in size
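In this cell-based reporter format, copper sulfate (700 uM final) drives Gal4–ROR gamma fusion expression from a metallothionein promoter in Drosophila Schneider cells; compounds preincubated 1 hr, reporter read after 20 hr at ambient temperature.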
KCNH2 3.1 inh: qHTS for Inhibitors of KCHN2 3.1: Mutant qHTS; Potassium voltage-gated channel subfamily H member 2, brain isoform KCNH2 3.1 (human); U2OS KCNH2 3.1, thallium flux FluxOr; active compounds read low; activity change, % (tested at about 1.8 µM); actives 0.95% (n = 340,000); AID 720553, 2013;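 active = maximum activity change below -70%; inconclusive = maximum activity change from -70% to -50%; inactive = maximum activity change above -50%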;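 note: thallium influx rate constant from kinetic fluorescence after stimulation buffer; % is set by controls: 0 for no effect and ±100 for the full control effect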
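Kinetic fluorescence (2 min after stimulation buffer) measures Tl+ influx through KCNH2 3.1 expressed by viral transduction in U2OS cells; the rate constant is normalized against DMSO controls serving as positive and negative references.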
Rab9 prom act: qHTS Assay for Rab9 Promoter Activators; AID 485297, 2010; Huh7 Rab9 promoter-luciferase reporter, luminescence, 24 h; actives 2.8% (n = 320,000); Potency, µM (highest dose often 9.22 µM), inactives show at the top dose activation, negative = inhibition, actives largely listed as activators; note: potency is the fitted concentration of half-maximal effect; % of control where 0% means no effect; nearly all actives have a fitted effect of over 60% in size
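Luminescence from Amplite-detected luciferase (10 minutes, ambient) reports Rab9 promoter activation. Before that, stable Rab9-luciferase Huh7 cells (1500/well, reduced-serum OP-MEM I plus 10% FBS) were exposed to compound for 24 hours at 37C.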
FLuc modulator: qHTS profiling assay for firefly luciferase inhibitor/activator using purifed enzyme and Km concentrations of substrates (counterscreen for miR-21 project); AID 588342, 2011; actives 6.9% (n = 360,000); purified FLuc, Km substrates, luminescence inhibition; Potency, µM (highest dose often 57.5 µM), inactives show top-dose activity change, negative = inhibition, actives largely listed as inhibitors; Luciferin 4-monooxygenase (Photinus pyralis), P08659;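 note: potency is the fitted concentration of half-maximal effect; plate controls were vehicle for no effect and reference inhibitor for full effect; nearly all actives have a fitted effect of over 55% in size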
Target sequence (P08659 whole entry, looked up): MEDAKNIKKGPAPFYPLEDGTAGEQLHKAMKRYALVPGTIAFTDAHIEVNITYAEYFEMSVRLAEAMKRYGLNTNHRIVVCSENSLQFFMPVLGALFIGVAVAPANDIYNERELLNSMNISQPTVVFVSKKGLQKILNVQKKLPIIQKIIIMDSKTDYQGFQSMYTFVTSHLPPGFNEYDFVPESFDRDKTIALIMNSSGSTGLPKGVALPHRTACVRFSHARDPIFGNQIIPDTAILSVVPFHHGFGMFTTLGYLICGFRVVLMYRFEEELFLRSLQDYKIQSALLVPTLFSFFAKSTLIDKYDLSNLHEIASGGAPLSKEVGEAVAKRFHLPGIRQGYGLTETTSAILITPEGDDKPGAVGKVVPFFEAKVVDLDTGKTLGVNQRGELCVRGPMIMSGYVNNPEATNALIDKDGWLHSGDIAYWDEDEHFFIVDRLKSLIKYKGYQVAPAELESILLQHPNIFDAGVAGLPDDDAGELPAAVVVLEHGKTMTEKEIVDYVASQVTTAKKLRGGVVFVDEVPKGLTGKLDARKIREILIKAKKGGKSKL
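Purified P. pyralis luciferase (10nM final) with 10uM D-luciferin and 10uM ATP (Km levels) in 50mM Tris acetate pH 7.5, 10mM Mg acetate, 0.01% Tween-20, 0.05% BSA; qHTS 6-point titration, ~60 µM downward; luminescence read.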
ELG1 genotox: qHTS screen for small molecules that induce genotoxicity in human embryonic kidney (HEK293T) cells expressing luciferase-tagged ELG1. HEK293T ELG1-luciferase reporter, luminescence, 16 h. Potency, µM (doses to about 46 µM), for the others: at the top dose activity change, positive = activation, most hits filed as activators. actives 1.3% (n = 330,000). AID 504466, 2011; note: potency is the fitted concentration of half-maximal effect; % of control where 0% means no effect; nearly all actives have a fitted effect of over 60% in size
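HEK293T cells expressing luciferase-tagged ELG1 were exposed to compound or DMSO vehicle for 16 hr at 37 °C and 5% CO2. Luciferase activity was then measured with ONE-Glo after 30 min at room temperature.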
Giardia killer: Small Molecules that selectively kill Giardia lamblia: qHTS. Giardia lamblia trophozoite viability. activity change, % at 7.66 µM, hits read low. actives 0.15% (n = 340,000). AID 540267, 2011; in the data active = activity change below about -80%; inconclusive = between about -30% and that limit;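 note: parasites exposed to compound for two days anaerobically before the ATP read; % is set by controls: 0 for no effect and ±100 for the full control effect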
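Luminescent ATP signal served as the viability read-out, measured 15-30 min after adding ATP detection reagent to trophozoites that had been incubated with compounds for 48 hrs at 37 deg C anaerobically at 100 cells/well.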
VP16 counter: VP16 counterscreen qHTS for inhibitors of ROR gamma transcriptional activity. Drosophila S2 Gal4-VP16 UAS-luciferase, luminescence, 20 h. Potency, µM (top dose mostly 53.6 µM), for the others: at the top dose activity, negative = inhibition, hits mostly inhibitors. actives 3.5% (n = 310,000). AID 2546, 2010;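 note: Gal4-VP16 expression switched on by copper sulfate through the metallothionein promoter; potency is the fitted concentration of half-maximal effect; % is set by controls: 0 for no effect and ±100 for the full control effect; nearly all actives have a fitted effect of over 50% in size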
uPA generation: qHTS for Inhibitors of Cell Surface uPA Generation | cell surface uPA generation assay, qHTS | Potency, µM (titrated, usually from 38.3 µM), without a hit: at the top dose activity change, negative = inhibition, most hits filed as inhibitors | actives 0.31% (n = 330,000); active = well fitted inhibition curve with a large enough effect; inconclusive = small, poorly fitted or top-dose-only effect; inactive = no such curve, though single readings can be large or run the other way; tested in mouse RAW 264.7 cells; note: potency is the fitted concentration of half-maximal effect; % is set by controls: 0 for no effect and ±100 for the full control effect; nearly all actives have a fitted effect of over 55% in size
NPC1 prom act: qHTS Assay for NPC1 Promoter Activators; Huh7 NPC1 promoter luciferase reporter, 24 h; Potency, µM (highest dose often 9.22 µM), for the others: at the highest dose activation, usual class: activators; actives 2.4% (n = 320,000);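 note: potency is the fitted concentration of half-maximal effect; % of control where 0% means no effect; nearly all actives have a fitted effect of over 60% in size; reporter is driven by a mutant NPC1 promoter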
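Huh7 cells stably carrying NPC1 promoter–luciferase, plated in Opti-MEM with 10% FBS for 2 h, were exposed to compound in DMSO for 24 h at 37 °C; luciferase reagent was added for 10 min and luminescence read.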
An asterisk follows results filed as active; ? = inconclusive; / = no result given; [ ] = remark or other dose. Unless noted, calls come from the whole dose curve; as a rule, active = well fitted curve in the direction sought with a large enough effect; inconclusive = small, poorly fitted or top-dose-only effect, or another doubt; inactive = no such curve, though single readings can be large; an effect the other way counts as inactive or inconclusive. Not a hit list; overall some 14% were active at least once.

Each structure is followed by: Tb PFK block | Coupling enz | VP16 counter | RORgamma inh | uPA generation | NPC1 prom act | KCNH2 3.1 inh | ELG1 genotox | Rab9 prom act | FLuc modulator | Giardia killer
C#CCOCCOCCOCCNc1nc(N2CCN(C(=O)[C@H]([C@@H](C)CC)n3cc([C@@H](N)Cc4ccc(O)cc4)nn3)CC2)nc(N2CCN(C(=O)[C@H]([C@@H](C)CC)n3cc([C@@H](N)Cc4ccc(O)cc4)nn3)CC2)n1
    0% | 3 | 3% | 7% | 6% | -8% | -1 | 4% | 3% | 0% | 4
CCN(NC(=O)C(O)(c1ccc(F)cc1)c1ccc(F)cc1)C(=O)c1ccccc1
    -3% | 3 | 8% | 0% | -1% | -2% | -7 | -4% | -4% | 3% | -2
COC(=O)c1ccccc1NC(=O)c1ccc(-c2ccc(Br)cc2)o1
    -2% | 3 | -4% | 16% | -2% | 10% | 6 | 1.8µM* | 0.79µM* | -7% | -5
O=S(=O)(c1ccc(Br)cc1)N1CCC(c2nc3ccccc3[nH]2)CC1
    -1% | 0 | ? | 40% | 0% | -5% | -28 | 9% | -2% | -1% | 10
Nc1nc(Br)c2c(F)cccc2c1-c1ccc(F)cc1
    -1% | -1 | -10% | 24% | 8% | 0% | -13 | 1% | 0% | 4% | -2
Cc1ccc(S(=O)(=O)N2CCOCC2)cc1NC(=O)CNC1CCCC1
    -3% | 1 | 3% | -30% | -1% | 1% | 19 | -2% | 2% | -2% | -3
CCOC(=O)c1sc(NC(=O)CCN2CCN(C)CC2)c(C(=O)OCC)c1C
    -2% | 1 | ? | ? | 2% | -2% | -19 | 0% | -4% | 0% | 39[activator]
CN(C)S(=O)(=O)c1ccc(Cl)c(C(=O)NCc2ccco2)c1
    1% | 2 | 2% | 23% | / | 3% | -3 | 3% | -4% | 3% | -2
CCCCN1CC(C(=O)NCc2ccc(C)cc2)CC1=O (stereo not given)
    -9% | 4 | -1% | 3% | 5% | 0% | -7 | 1% | -1% | 1% | -5
COc1ccc(NC(=O)COC(=O)c2ccccc2SCC(=O)N2CCCC2)cc1
    0% | / | / | / | -1% | 1% | -11 | ? | -3% | ? | -18
CCOP(=O)(OCC)/C(=N/OC(=O)c1ccc(Cl)cc1Cl)C(N)=O
    1% | 3 | -19% | 12% | 1% | -11% | -8 | 1% | -4% | -18% | -21
Nc1c(C(=O)N2CCOCC2)oc2ccccc12
    -1% | / | 0% | 6% | 2% | 23% | -36 | 9% | 7% | -3% | -22
COc1ccc(NC(=O)Cn2nnc(C(=O)NCc3cccs3)c2N)c(OC)c1
    -4% | -5 | -16% | -19% | 8% | -1% | 4 | 0%[9.26 µM] | 0% | 0% | -28
CCOC(=O)[C@@H]1[C@H]2COc3ccccc3[C@@H]2N2C(=O)N(c3cccc(Cl)c3)C(=O)[C@@]12C
    2% | -5 | 14% | ? | ? | -5% | -6 | -7% | -7% | -16% | 3
COc1ccc(C(=O)Nc2ccc(S(=O)(=O)N3CCCC3)cc2)cc1[N+](=O)[O-]
    -8% | 0 | -2% | 13% | 1% | 0% | / | -3% | 2% | 0% | 8

Other compounds:
Each structure is followed by: Tb PFK block | Coupling enz | VP16 counter | RORgamma inh | uPA generation | NPC1 prom act | KCNH2 3.1 inh | ELG1 genotox | Rab9 prom act | FLuc modulator | Giardia killer
Cc1ccc(S(=O)(=O)N2CCN(C(=O)CC(C)C)CC2)cc1
    3% | 2 | 4% | 0% | -1% | 4µM* | 15 | ? | 1.1µM* | 15µM* | -1
C=CCN1C(=O)c2ccccc2C1(O)Cc1ccccc1 (stereo not given)
    15% | 1 | -10% | -12% | 2% | -1% | 1 | -1% | -3% | -2% | 26
O=C(COc1ccccc1)OCC(=O)c1ccc(S(=O)(=O)N2CCCCC2)cc1
    18% | / | / | / | 1% | 1%[1.84 µM] | 7 | -1% | 3% | 2% | 8
O=S(=O)(Nc1nc2ccccc2nc1N1CCN(c2ccccc2)CC1)c1ccc(F)cc1
    5% | 10 | -3% | 77% | 0% | -3% | -7 | -5% | 0% | 1% | -1
COc1ccc(/C=N/Nc2nonc2N)cc1OC
    0% | 0 | -3% | ? | 5% | 0% | -2 | 0% | -6% | ? | 6
CCC(=O)c1c(NCCc2ccccc2)cc(C)oc1=O
    0% | 0 | -3% | -19% | 1% | -11% | 7 | 1% | 0% | 8% | -15
COc1ccccc1/C=C1\SC(=S)N(CCC(=O)NNC(=O)c2ccccc2O)C1=O
    0% | 1 | 1% | ? | -4% | -3% | -3 | -7% | 0% | 0% | -10
Cc1ccnc(NC(=O)c2cc3cc(F)ccc3s2)c1
    -13% | -5 | ? | 3.2µM* | 0% | 2.2µM* | -8 | ? | 1.4µM* | 2.7µM* | -16
O=C(NCC(=O)N(Cc1ccccc1)C(C(=O)NCC1CCCO1)c1ccccc1)c1cccs1 (stereo not given)
    0% | 3 | -11% | -19% | 7% | 0% | 4 | -5% | -2% | 3% | -2
O=C(Nc1cccc(Br)c1)c1ccc2snnc2c1
    2% | 1 | -2% | 39% | -27% | 23% | -7 | 6% | 22% | ? | -12
O=C(COc1cccnc1[N+](=O)[O-])N1CCc2ccccc2C1
    -5% | -2 | ? | 22% | 0% | 0% | 12 | 3% | 14% | -2% | ?
Cc1cccc(C)c1NC(=S)N/N=C/c1ccc(C(=O)O)cc1
    2% | 6 | -1% | -29% | 4% | -7% | 14 | 2% | 0% | -4% | 11
CCOP(=O)(OCC)C(C)(C)NC(=O)Nc1ccc(Cl)c(Cl)c1
    1% | 1 | -4% | 10% | 0% | -5% | -5 | -7% | -7% | 1% | -6
Cc1ccccc1-c1c(C)oc2cc(O)ccc2c1=O
    1% | 6 | -2% | 14% | 15% | -4% | 2 | -3% | 3% | -8% | 41[activator]
CCOC(=O)N1CCN(C(=O)CCCn2c(=S)[nH]c3ccccc3c2=O)CC1
    / | -7 | -13% | -3% | 0% | / | -3 | / | / | -2% | -6

New compounds follow:
Each structure is followed by: Tb PFK block | Coupling enz | VP16 counter | RORgamma inh | uPA generation | NPC1 prom act | KCNH2 3.1 inh | ELG1 genotox | Rab9 prom act | FLuc modulator | Giardia killer
O=C(CN1C(=O)C2CCCCC2C1=O)Nc1cc(C(F)(F)F)ccc1N1CCCC1 (stereo not given)
    2% | / | / | / | -18% | -5% | -3 | -1% | -3% | -1% | 0
Cc1ccc(CNC(=O)c2ccc(N3CCC4(CC3)CC(c3cccc(Br)c3)=NO4)c(NC(=O)c3ccccc3)c2)cc1
    -8% | / | / | / | 5% | 0% | 1 | 7% | 0% | 4% | 1
Cc1oc(S(=O)(=O)N2CCOCC2)cc1C(=O)Nc1ccc(F)cc1
    -3% | -1 | -14% | 12% | -3% | 4% | 4 | -4% | 1% | -2% | 10
CCOc1ccc(CCNC(=O)Cn2nc(C)n3cccc3c2=O)cc1OCC
    3% | / | -3% | 14% | -18% | 1% | -20 | 4% | 1% | 0% | -20
Cc1cc(C)n(C(=O)C2CCCN2S(=O)(=O)c2ccc(Cl)cc2)n1 (stereo not given)
    1% | 0 | 2% | 9% | 0% | -3% | -10 | 1% | 0% | 0% | -6
COC(=O)c1cc(NC(=O)CC2C(=O)NCCN2C(=O)c2ccc(F)cc2)cc(C(=O)OC)c1 (stereo not given)
    0% | 6 | -1% | -11% | 3% | -2% | -16 | 0% | -13% | 0% | -9
Cc1cccc(NC(=O)CCN2CCN(C)CC2)c1
    3% | -4 | -6% | 12%[1.91 µM] | 0% | 0% | 20 | -2% | 30% | 0% | -21
CCCn1c(-c2ccc[nH]c2=O)nc2cc(C)c(C)cc21
    -2% | -11 | -17% | 18% | -11% | 0% | -6 | ? | 19% | 13µM* | -4
CC(O)CN(Cc1ccc(Cl)cc1)CC(C)O (stereo not given)
    -4% | 0 | 2% | 11% | 7% | -2% | 12 | 3% | 0% | 3% | 5
Cc1cccc(NC(=O)CN2C(=O)N/C(=C/c3cc(C)n(-c4cccnc4)c3C)C2=O)c1
    4% | 3 | 4% | -14% | 2% | 9% | 0 | ? | -2% | 1% | -4
